Source: PubChem BioAssay
b-catenin transl: beta-catenin nuclear translocation modulation. HeLa beta-catenin nuclear translocation, immunofluorescence imaging. hit rate 0.3% among 190,000. AID 1665. nuclear translocation activity, % at 5 µM;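 active = nuclear translocation activity above 50% at 5 µM, with a well cell count of 50 or more; inconclusive = wells under 50 cells across six images, flagged as toxic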;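 note: per-cell ratio of nuclear to cytoplasmic median beta-catenin stain intensity; plate controls were DMSO negative control for no effect and GSK-3 inhibitor IX positive control for full effect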
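System: HeLa cells, endogenous beta-catenin; compound dosing: 5 µM primary single dose, 0.1% DMSO, 0.02–20 µM confirmation series; incubation: 24 h compound exposure at 37°C, 5% CO2; signal: beta-catenin immunofluorescence imaging with DAPI; evaluation: % activation, nuclear-to-cytoplasmic median beta-catenin signal ratio per cell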
WT yeast gro inh: growth inhibition of WT yeast, mitochondrial fusion screen | mitochondrial fusion phenotypic screen, WT strain | inhibition, % at 10 µM | hit rate 2.1% among 190,000 | AID 1362; in the data active = inhibition above about 58%; tested in S. cerevisiae
AID2073: disruptors of CaV2.2 binding to Mint1 – biochemical, HTRF (AID 2073) | HTRF protein-protein interaction, Mint1-CaV2.2; higher % means a stronger effect | inhibition, % at 20 µM, or IC50 in µM where a hit was titrated | hit rate 0.19% among 290,000; in the data active = inhibition mostly above about 51%, no sharp cut-off; inconclusive = no clear call, values can overlap the other calls; inactive = mostly below about 53%; note: some results filed as inactive read as strong as hits
MT stabilize HCS: microtubule stabilizers in HeLa cells. hit rate 0.83% among 200,000. HeLa tubulin immunostaining HCS, 24 h; share of cells brighter than vehicle mean+2SD. % tubulin-high responders, % at 10 µM. AID 2205;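 active = plate Z-score above 3 for both tubulin-high and condensed-nucleus cell shares, with cell loss under 80%, at 10 µM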;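 note: anti alpha tubulin signal scored within the nucleus-defined area of each cell; some results filed as inactive read as strong as hits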
Autophagy HCS: autophagy modulation, high-content screen; MEF GFP-LC3 puncta imaging; test concentration mostly 10 µM; calls only at 10 µM (by protocol); hit rate 0.98% among 190,000; AID 463193;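 active = percentage of spot-positive cells more than 3 SD above its plate mean, without a fluorescence outlier flag or 80% toxicity; inconclusive = no clear call, values can overlap the other calls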;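 note: spot-positive cell cutoff set from DMSO-treated cells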
Dynein cargo inh: dynein cargo transport inhibition; 3617.4 mouse cells, GR-EGFP nuclear translocation imaging; test concentration mostly 20 µM; stimulated with dexamethasone, 1 µM; stronger effect = lower value; AID 1381; z-score, hits read low; hit rate 0.47% among 220,000;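 active = plate z-score of nuclear minus cytoplasmic receptor signal below a set negative limit, without overly bright fluorescence or cell loss, cut at about -3.5 in these data, passing the limit was not always enough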;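 note: z-score of nuclear minus cytoplasmic ring GR-EGFP intensity difference per well; some compounds called inactive have numbers as strong as hits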
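Buffer or medium: tet-free, stripped-serum medium; reagent: dexamethasone at 1.0 µM final, 30 min; incubation: 48 h induction, 1 h compound, 30 min dex at 37 °C; measured by: formaldehyde fixation, Hoechst nuclear stain, 10x automated fluorescence imaging; read-out: nuclear-to-cytoplasmic GR-EGFP distribution per well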
Yfh1-off respiration: enhancers of respiration in Yfh1-depleted yeast, dose response, Friedreich's ataxia, plus single-dose screen (AID 1465); S. cerevisiae Yfh1-off respiration, WST-1 reduction, 72 h; higher fold induction means a stronger effect; fold induction at 50 µM, or EC50 in µM where a hit was titrated; hit rate 0.074% among 220,000;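 active = fold induction of absorbance versus untreated yeast above a set limit, then at least 30% activation at any dose in follow-up; inconclusive = repeats straddling the limit, or above it without dose testing; inactive = fold induction below the set limit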;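 note: activators that raise dye reduction in frataxin-depleted yeast; strong numbers were not always called active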
HIV peptide binding: inhibitors of HIV fusion peptide binding, primary screen, biochemical, uHTS, fluorescence dequenching (AID 1986) | cell-free peptide binding, fluorescence dequenching, 30 min; higher % means a stronger effect | inhibition, % at 20 µM, or IC50 in µM where a hit was titrated | hit rate 0.3% among 290,000; in the data active = inhibition mostly above about 52%, no sharp cut-off; inactive = mostly below about 76%; note: some results filed as inactive read as strong as hits
Ins promoter up: MIN6 insulin promoter up-regulation; MIN6 insulin promoter-GFP reporter, high-content imaging; stronger effect = higher value; z-score at 5 µM; hit rate 0.3% among 190,000;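 active = z-score above 3 at 5 µM with at least 500 cells counted in the well; inconclusive = wells under 500 cells, flagged as cytotoxic or low count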
WT yeast gro inh mutant strain: second read-out of WT yeast gro inh, no call of its own (marks repeat the call); inhibition, %; mitochondrial fusion phenotypic screen, mutant strain inhibition
Dynein cargo inh cytoplasmic EGFP: recorded beside Dynein cargo inh, whose call it bears; z-score; measured here: cytoplasmic GR-EGFP intensity; stronger effect = higher value
Dynein cargo inh nuclear GR-EGFP: recorded beside Dynein cargo inh, whose call it bears; z-score; measured here: nuclear GR-EGFP intensity;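 lower value marks the stronger effect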
Dynein cargo inh cell count: further read-out of Dynein cargo inh, marked with its call; z-score; measured here: cell count per field
Ins promoter up cell count: recorded beside Ins promoter up, whose call it bears; cell count; measured here: cytotoxicity, nuclei count;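 total cells summed across four imaged fields per well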
b-catenin transl cell count 5 µM: recorded beside b-catenin transl, whose call it bears; cell count; measured here: cell count, cytotoxicity flag
MT stabilize HCS Hoechst-high %: second read-out of MT stabilize HCS, no call of its own (marks repeat the call); % Hoechst-high responders; measured here: nuclear condensation Hoechst responders;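 share of cells brighter than vehicle mean plus two SD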
MT stabilize HCS cytotoxicity %: recorded beside MT stabilize HCS, whose call it bears; toxicity, %; measured here: cytotoxicity by cell density;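 0% = mean cell density of plate MIN control wells and 100% = no cells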
Autophagy HCS cell loss 18 h: also measured in Autophagy HCS; calls as there; toxicity, %; measured here: cell loss, nuclei count;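 cell loss after 18 h compound exposure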
Starred values were filed as active, the others as inactive; i = inactive; ? = inconclusive; · = no result given.

entry	SMILES	b-catenin transl	b-catenin transl cell count 5 µM	WT yeast gro inh	WT yeast gro inh mutant strain	AID2073	MT stabilize HCS	MT stabilize HCS Hoechst-high %	MT stabilize HCS cytotoxicity %	Autophagy HCS	Autophagy HCS cell loss 18 h	Dynein cargo inh	Dynein cargo inh cytoplasmic EGFP	Dynein cargo inh nuclear GR-EGFP	Dynein cargo inh cell count	Yfh1-off respiration	HIV peptide binding	Ins promoter up	Ins promoter up cell count
1	CCN(CCCNC(=O)CCNC(=O)Cn1cnc2ccccc2c1=O)c1cccc(C)c1	2.4	1063	3	3	-17%	1.7	5.4	7.1	i	4	0.65	0.025	0.74	0.027	i	-1.8%	0.92	1769
2	Nc1nnc(CC(=O)N/N=C/c2ccc(-c3ccccc3)o2)s1	-1.0	1105	-9	0	22%	11	2.1	5.6	i	6	-0.17	-0.051	-0.11	-0.012	i	26%	0.09	1495
3	CCOc1ccc(Br)cc1S(=O)(=O)NCc1ccc(S(N)(=O)=O)cc1	-1.0	731	11	-1	0%	2.6	1.6	1.8	i	5	0.22	-0.27	0.81	0.38	i	-0.9%	0.96	1574
4	COc1ccc(SCc2noc(C(=O)NC(C)C)c2C(=O)O)cc1	-1.3	1309	-2	8	-3%	2.8	2.1	4.0	i	-5	0.93	-0.21	-0.43	0.18	i	2.3%	0.24	1616
5	O=C(O)c1cn(-c2ccccc2)nc1C(=O)O	-3.9	583	-8	-10	-4%	2.9	3.5	8.8	i	-6	-1.2	-0.24	-0.79	0.97	i	4.5%	·	·
6	CCOC(=O)c1cccc(NC(=O)CSc2nnc(COc3ccc(Cl)cc3)o2)c1	3.0	1128	-2	1	?	5.5	1.8	2.9	i	14	-1.1	-0.05	-0.26	-0.28	i	2.7%	0	1268
7	CC1(C)CC(C(=O)Nc2nccs2)CCO1 (stereo not drawn)	-1.2	1038	2	-4	3%	3.3	1.8	5.6	i	2	0.41	-0.091	0.1	0.2	i	1.8%	-0.05	1314
8	O=C(CSc1nnc(-c2cccs2)n1CC1CCCO1)c1cc2ccccc2o1 (stereo not drawn)	0.0	738	-8	-27	1%	5.2	2.1	10	i	-3	-0.83	-0.17	-0.14	0.44	·	-0.2%	-0.65	1193
9	COCCN(C(=O)CC1C(=O)NCCN1Cc1ccc(-c2ccccc2)cc1)C(C)C (stereo not drawn)	2.5	934	7	3	0%	3.7	2.2	0.0	i	30	0.36	-0.26	0.38	-0.02	i	0.0%	0.46	1518
10	CC(=O)c1sc2nc(C)cc(C)c2c1N	1.2	1047	1	11	2%	4.3	1.7	4.5	i	-21	-0.48	-0.19	-0.38	-0.036	i	-0.3%	0.33	1831
11	COc1ccc(-c2ccc([C@H]3[C@H]4C=CC[C@@H](C)[C@@H]4C(=O)N3Cc3ccccc3)c(F)c2)cc1	-2.0	1199	·	·	9%	·	·	·	·	·	0.1	-0.79	-0.0091	-0.18	i	1.7%	·	·
12	Cc1ccc(S(=O)(=O)Nc2ccc(-c3nc4ccc(C)cc4s3)cc2)cc1	7.1	453	-4	9	1%	0.9	1.7	5.7	i	18	-0.06	-0.23	0.1	0.11	i	-0.4%	-0.11	1241
13	CN(C)c1ccc2c3c(ccc(N(C)C)c13)C(=O)OC2	-0.6	1238	·	·	-2%	·	·	·	·	·	-0.81	-0.22	-0.46	0.68	i	1.6%	-0.1	1122
14	COc1ccc(-c2cc(=O)n(-c3ccc([N+](=O)[O-])cc3)[nH]2)cc1	-0.6	901	14	8	8%	3.1	3.4	5.7	i	3	-0.51	-0.22	-0.51	-0.031	i	5.1%	0.36	1269
15	COc1cc(C(=O)Nc2ccc3c(c2)Cc2ccccc2-3)cc(OC)c1OC	5.6	1025	-3	4	16%	5.2	1.8	10	i	8	0.95	-0.25	0.66	-0.75	i	-0.9%	-0.07	1207

The listing continues.
entry	SMILES	b-catenin transl	b-catenin transl cell count 5 µM	WT yeast gro inh	WT yeast gro inh mutant strain	AID2073	MT stabilize HCS	MT stabilize HCS Hoechst-high %	MT stabilize HCS cytotoxicity %	Autophagy HCS	Autophagy HCS cell loss 18 h	Dynein cargo inh	Dynein cargo inh cytoplasmic EGFP	Dynein cargo inh nuclear GR-EGFP	Dynein cargo inh cell count	Yfh1-off respiration	HIV peptide binding	Ins promoter up	Ins promoter up cell count
16	COc1cccc(C(=O)/C=C/Nc2ccc(NC(C)=O)cc2)c1	-1.5	1120	-2	-6	7%	2.0	3.5	8.4	i	7	0.76	-0.12	0.13	-1.7	i	0.5%	-0.14	1473
17	O=C(Nc1ccccc1N1CCOCC1)C1CCN(S(=O)(=O)c2cccc(C(F)(F)F)c2)CC1	-1.0	1007	-3	-5	-4%	1.2	1.4	4.9	i	7	-1.3	-0.18	-0.28	1.4	i	0.1%	-0.78	1338
18	COc1ccc(CN(C)C(C)C(=O)NC2CCCc3ccccc32)cc1 (stereo not drawn)	-0.9	1111	33	-11	-12%	11*	4.9*	14*	i	9	0.26	-0.18	0.19	0.71	i	-0.2%	0.29	1304
19	O=C1NC2(CCCCC2)C(=O)N1/N=C/c1ccccc1Br	-2.6	1084	2	-10	6%	2.5	2.2	6.0	i	-12	-1.1	-0.19	-0.82	0.41	i	-0.8%	-0.12	1454
20	CC(C)C(=O)Nc1nnc(SCC(=O)NC2CC2)s1	-6.1	927	4	19	-2%	4.0	2.9	7.7	i	5	-0.37	-0.27	0.14	-0.52	i	3.2%	0.15	1284
21	COC(=O)CSc1ccc(S(=O)(=O)N2CCOCC2)cc1[N+](=O)[O-]	-1.2	952	-11	0	-11%	5.1	3.2	4.0	i	-20	-1.2	-0.025	-0.85	-0.94	i	-0.1%	0.35	1228
22	CCN1C(=O)/C(=C/c2cccs2)N(C)C1=S	·	·	2	41	5%	2.4	2.7	2.8	i	9	0.55	-0.23	0.37	-0.12	i	-0.6%	·	·
23	C/C=C/C=C/[C@H]1Cc2cc(O)cc(O)c2O1	-0.2	1078	·	·	18%	·	·	·	·	·	-0.14	-0.76	0.36	-0.35	i	28%	0.59	1154
24	CN(C)S(=O)(=O)c1ccc(C(=O)OCc2ccc([N+](=O)[O-])cc2)cc1	-2.3	968	-3	-5	10%	3.1	3.1	3.9	i	-2	-0.13	-0.14	0.073	-0.19	i	-0.4%	0.09	1203
25	O=C(Nc1nc2cc3c(cc2s1)OCO3)c1ccc(N2C(=O)CCC2=O)cc1	0.4	1274	·	·	30%	·	·	·	·	·	-1	-0.11	-0.16	0.95	i	2.9%	0.4	1016
26	Cc1ccccc1C(=O)OCc1nnc(-c2ccc(Cl)cc2)o1	-1.8	1078	38	36	-2%	2.9	1.6	8.1	i	10	1.2	-0.34	0.099	-0.098	i	0.9%	0.3	1315
27	COc1cc(/C=N/OCC(=O)NC2CCS(=O)(=O)C2)ccc1OC(F)F (stereo not drawn)	0.8	1069	-18	4	-4%	6.8	1.1	8.7	i	9	-0.2	-0.37	-0.31	0.87	i	-0.5%	-1.2	1104
28	Cc1sc2ncnc(SCC(=O)N(C)C3CCS(=O)(=O)C3)c2c1C (stereo not drawn)	-1.7	1106	-13	-15	-1%	2.3	1.5	8.1	i	8	0.53	-0.13	0.64	-1.1	i	-0.2%	-1.4	1210
29	O=C(c1ccco1)N(Cc1ccc2c(c1)OCO2)Cc1cc2cc3c(cc2[nH]c1=O)OCO3	-0.5	1223	·	·	27%	·	·	·	·	·	-0.47	1.4	0.54	-0.45	i	-0.2%	-0.1	1047
30	O=c1nc(N2CCOCC2)nc2n1CCO2	2.2	911	-2	-31	6%	2.6	1.4	4.1	i	2	-0.75	-0.24	-0.14	0.63	i	1.7%	·	·
31	O=C(/C=C/Nc1nccs1)C(F)(F)Cl	0.6	1406	16	14	8%	2.2	1.7	13	i	-26	1.3	-0.13	0.93	-0.57	i	10%	-1.2	1461
32	CCO[C@@H]1OC(C(=O)NCc2ccccc2)=C[C@H](C(C)(C)C)[C@H]1CCCO	-0.7	1182	·	·	-6%	·	·	·	·	·	0.18	-0.79	0.11	-0.23	i	-0.6%	0.58	1198
